# From PubChem BioAssay
# Growth percent in the NCI-60 one-dose screen (48 h, 10 µM unless noted): 100 = growth as untreated, 0 = no growth, -100 = all killed.
# SK-MEL-28 = SK-MEL-28 melanoma; AID 1794761; 81,000 compounds, 4.1% hits
# HOP-92 = HOP-92 NSCLC cells. 71,000 compounds, 6.3% hits. AID 1794738
# HOP-62 = HOP-62 NSCLC; 80,000 compounds, 3.9% hits; AID 1794735
# A549/ATCC = A549/ATCC NSCLC; 81,000 compounds, 3.7% hits; AID 1794740
# CCRF-CEM = CCRF-CEM leukemia; 77,000 compounds, 7% hits
# SK-MEL-5 = SK-MEL-5 melanoma | 80,000 compounds, 6.4% hits | AID 1794755
# EKVX = EKVX NSCLC | 71,000 compounds, 3% hits | AID 1794765
# M14 = M14 melanoma. 80,000 compounds, 6.2% hits. AID 1794745
# Starred values were filed as active, the others as inactive; . = no result given; & = joins results of further samples. How the source made its calls: active means growth percent below 10; inactive means the rest.
# The line under a structure holds: SK-MEL-28, HOP-62, EKVX, HOP-92, CCRF-CEM, A549/ATCC, SK-MEL-5, M14
CCOC(=O)c1c2c(c(C)n1Cc1ccc(OC)cc1)-c1oncc1CC2
    138, 62, 94, 61, 93, 85, 98, 121
O=C1/C(=C/c2ccc(Cl)cc2)CCC/C1=C\c1ccc(Cl)cc1
    110, ., 89, 74, 78, 66, 85, 70
Cc1ccc(C(CN(C)C)C(=O)c2ccccc2)cc1 (stereo unspecified)
    51, 101, 69, ., -9.2*, 82, 64, 32
CC[C@H](Nc1nc(N)nc(C)c1C(N)=O)c1nc2cccc(NCc3ccc(C(=O)NO)cc3)c2c(=O)n1-c1ccccc1
    93, 98, 106, 82, 88, 104, 99, 102
O=C1Nc2ccc(I)cc2C1=O
    104, 84, 102, 104, 119, 89, 101, 96
Nc1nc(-c2ccccc2Cl)cs1
    128, 95, ., 93, 91, 99, 107, 112
S=C(NCc1cccnc1)Nc1ccc(Cl)c(Cl)c1
    104, 96, ., 89, 98, 90, 96, 102
CCSc1cc(C)nc(N)n1
    98, 97, 100, 88, 96, 106, 97, 100
COc1ccc(-c2nc(NCCO)nc(N)c2C#N)cc1
    113, 92, 93, 71, 101, 90, 102, 108
Brc1ccc(CN(Cc2ccccc2)C2CCCCC2)cc1
    110, 106, 111, 94, 104, 108, ., 112
Cc1cccc(/C=N/N=C2\C(=O)Nc3ccc(F)cc32)c1
    97, 100, 89, 96, ., 97, 93, .
COc1ccc(/C=C/C(=O)C(CC2CCC2)C(=O)/C=C/c2ccc(OC)c(OC)c2)cc1OC
    -4.1*, -39*, -0.2*, -5.2*, 8.4*, -47*, -77*, 5.2*
O=S(=O)(c1ccc2c(c1)CCCN2)N1CCC[C@H]2CCCC[C@@H]21
    196, 102, 80, 61, 87, 89, 100, 92
CN1CCN(c2nc(NCCCCNc3ccnc4cc(Cl)ccc34)c3ccccc3n2)CC1
    -0.9*, 77, 81, 55, 35, 49, ., -76*
COc1ccc(\C=N/N=C(N)/C(N)=N\N=C/c2ccc(OC)cc2)cc1
    125, 98, 96, 93, -48*, 113, 105, 111
C=CCn1c2ccccc2c2c3c(c4c5ccccc5n(CC=C)c4c21)C(=O)N(O)C3=O
    ., -1.1*, 66, 77, 10, 38, -48*, 17
CCn1cnc2c(SC)nc(N)nc21
    150, 93, 109, 141, 152, 101, 102, 101
COc1ccc(Cn2cc(C(=O)Nc3cccnc3Nc3ccccc3)nn2)cc1
    113, 103, 93, 105, 108, 99, 90, 106
O=C1C(=O)c2ccccc2C(O)=C1CC=C1CCCC1
    111, 105, 108, 79, 100, 106, 81, 105
C/C(=N\NC1=NCCN1)c1cnn(C2=NCCN2)c1C
    102, 97, ., 101, ., 99, 104, 101
CCC(C)OC(=O)/C=C\C(=O)NC(N)=O (stereo unspecified)
    108, 101, 95, 93, 78, 78, 98, 93
CCCCNc1ccc(Nc2ccccc2)cc1
    95, 106, 37, 64, 25, 70, 67, 88
COc1cc(NC(=O)Nc2cnc(Nc3ccc(N4CCOCC4)cc3)nc2Oc2ccc(C(F)(F)F)cc2)cc(OC)c1
    116, 96, 106, 99, 89, 103, 101, 107
O=C1CS/C(=N/S(=O)(=O)c2ccc(NNc3c4ccccc4nc4ccccc34)cc2)N1c1ccccc1
    107, 93, 94, 98, 73, 93, 86, 107
CCCCCCNC(=O)Oc1ccc(/C(=C(/CC)Cc2ccccc2)c2ccc(OCCN3CCCCC3)cc2)cc1
    96, 87, 85, ., 67, 77, 85, 95
NC(N)=N/N=C(/c1ccccc1)c1ccc2nc(-c3ccc(Cl)cc3)[nH]c2c1
    88, 97, 93, 106, 26, 86, 87, 68
c1ccc2cc(Cn3cc[n+](C[n+]4ccn(Cc5ccc6ccccc6c5)c4)c3)ccc2c1
    91, 84, 89, 67, 87, 71, 97, 94
CC1(C)C(C=C(Cl)Cl)C1c1nc(C#N)c(NCCN2CCOCC2)o1 (stereo unspecified)
    98, 92, 88, 106, 90, 96, 99, 93
Cc1nc2sc(C(=O)Nc3cccc4c3OCCO4)c(N)c2cc1C(C)O (stereo unspecified)
    67, -3.2*, 35, 50, 19, 50, 30, 37
CCc1cnn2c(NCc3ccc[n+]([O-])c3)cc(N3CCCC[C@H]3CCO)nc12
    -34*, -33*, -11*, -20*, -0.9*, -13*, -40*, -42*
Cc1nn(-c2ccccc2)c(N2CCOCC2)c1/C=C/C(=O)c1ccc2c(c1)OCO2
    100, 88, 79, 42, 49, 68, 64, 85
Cc1ccc(/C=C(\C#N)n2nnc3cc(F)c(F)cc32)cc1
    39, 23, 31, -5.1*, 5.6*, 10, 16, -28*
O=C(Nc1ccc(Oc2cccc(F)c2)c(Cl)c1)c1cccnn1
    99, 99, 75, 82, 76, 67, 67, 93
COc1ccc2cc(-c3ccc(NC(C)=O)c(=O)o3)ccc2c1
    104, 94, 106, 98, 93, 88, 102, 94
COC(=O)C(Cl)(Cl)N=Nc1c(Cl)cc(Cl)c(C)c1Cl
    103, 108, 92, 95, ., 128, 102, 107
O=C(O)CCC(=O)c1ccccc1
    105, 100, 101, 104, 112, 99, 102, 97
CC(=O)c1ccc(OCC(=O)Nc2nc(-c3ccc(Cl)cc3)cs2)cc1
    109, 92, ., 108, 103, 90, 110, 112
COc1cc([N+](=O)[O-])c(S(=O)(=O)O)cc1NS(=O)(=O)c1ccc(C)cc1
    103, 89, 87, 104, 83, 91, 98, 96
COc1cc(NC(C)CCCN2C(=O)c3ccccc3C2=O)c2nc(C)ccc2c1OC (stereo unspecified)
    97, 95, 96, 54, -56*, 95, 88, 100
COC(=O)C(C(Br)C(=O)c1ccccc1)C(c1ccccc1)[N+](=O)[O-] (stereo unspecified)
    138&114, 116&125, 116&101, 98, 100&105, 105&102, 101&99, 106&103
Cc1cccc2c3c(sc12)C(c1ccc(Cl)cc1)c1c(nc(-c2ccc(Cl)cc2)[nH]c1=O)O3 (stereo unspecified)
    107, 102, 86, ., 97, 93, 98, 98
CNC(=O)NCC1OC(n2cnc3c(NC(=O)Nc4ccccc4)ncnc32)C2OC(C)(C)OC12 (stereo unspecified)
    92, 99, 102, 14, 95, 103, 86, 89
COc1cc(O)c(C(C)=O)c2c1C=CC(C)(C)O2
    117, 92, ., 99, 87, 94, 107, 119
COc1ccc(C(O)(c2ccc(OC)cc2)c2ccccc2OC)cc1
    110, 108, 108, 85, 88, 104, 102, 101
CCCN(CCC)S(=O)(=O)c1ccc(C(=O)O)cc1.CCCN(CCC)S(=O)(=O)c1ccc(C(=O)O)cc1.[Cl][Pt+2][Cl].[NH2-].[NH2-]
    1.3*, 30, 45, 5.2*, 50, 33, -91*, 33
c1ccc(-c2n[nH]c(-c3[nH]nc(-c4ccccc4)c3-c3ccccc3)c2-c2ccccc2)cc1
    104, 91, 69, 86, 51, 94, 85, 96
Clc1ccc(-c2csc(=Nc3ccccc3)n2-c2cccc(-n3c(-c4ccc(Cl)cc4)csc3=Nc3ccccc3)c2)cc1
    101, 103, 95, 98, 67, 72, 97, 111
NC(CSC(c1ccccc1)(c1ccccc1)c1ccccc1)C(=O)NCC(=O)O (stereo unspecified)
    63, 80, ., ., 54, 87, 44, 45
NC(=O)C1c2ccccc2C=Cc2ccccc21
    115, 101, 97, ., 93, ., 102, 122
CCn1cc(C(=O)O)c(=O)c2cc(F)c(N3CCN(CC(=O)Nc4ccc(C(C)=O)cc4)CC3)cc21
    105, 101, 103, 93, 99, 95, 100, 102
C=C(C)[C@@H]1CC[C@]2(C=O)CC[C@]3(C)[C@H](CC[C@@H]4[C@@]5(C)C/C(=C/c6ccccn6)C(=O)C(C)(C)[C@@H]5CC[C@]43C)[C@@H]12
    97, 105, 89, 78, 66, 58, 85, 86
COc1ccc(-c2nc(S(=O)(=O)c3ccc(C)cc3)c(S(C)(=O)=O)o2)cc1
    -98*, 84, 37, -75*, -51*, 81, 10, -32*
CCc1ccccc1NC(=O)N/C(N)=N/c1nc2ccccc2s1
    38, -15*, 28, -15*, 4.5*, 9.6*, -59*, 9.8*
O=S(=O)(OCCCCCCCCCOS(=O)(=O)c1ccc(F)cc1)c1ccc(F)cc1
    104, 88, 92, 74, 83, 82, 95, 97
Cc1cc(NC(=O)c2ccc(N)cc2)ccc1N=Nc1ccc2cc(S(=O)(=O)O)cc(S(=O)(=O)O)c2c1
    117, 106, 100, 61, 87, 92, 111, 112
O=C(CN1CCN(c2ncnc3c2cnn3-c2ccccc2)CC1)Nc1ccc(Br)cc1
    72, 85, 47, 75, 62, 75, 9.4*, 59
CCCN=Cc1ccccc1
    105, 96, 117, 88, 102, 103, 102, 102
O=C(NC(Cc1nnc2n(Cc3ccccc3)c(=O)c3c4c(sc3n12)CCCC4)c1ccc(Cl)cc1)c1ccccc1 (stereo unspecified)
    103, 77, 95, 77, 80, 99, 82, 68
CC(C)(CO)NCc1ccc(Cl)cc1
    101, 107, ., 94, 111, 97, 102, 105
CC(C)C(=O)Nc1cccnc1
    98, 102, 85, 90, 104, 111, 98, 106

# Compounds shown so far that have fluorine (6):
# The line under a structure holds: SK-MEL-28, HOP-62, EKVX, HOP-92, CCRF-CEM, A549/ATCC, SK-MEL-5, M14
Cc1cccc(/C=N/N=C2\C(=O)Nc3ccc(F)cc32)c1
    97, 100, 89, 96, ., 97, 93, .
COc1cc(NC(=O)Nc2cnc(Nc3ccc(N4CCOCC4)cc3)nc2Oc2ccc(C(F)(F)F)cc2)cc(OC)c1
    116, 96, 106, 99, 89, 103, 101, 107
Cc1ccc(/C=C(\C#N)n2nnc3cc(F)c(F)cc32)cc1
    39, 23, 31, -5.1*, 5.6*, 10, 16, -28*
O=C(Nc1ccc(Oc2cccc(F)c2)c(Cl)c1)c1cccnn1
    99, 99, 75, 82, 76, 67, 67, 93
CCn1cc(C(=O)O)c(=O)c2cc(F)c(N3CCN(CC(=O)Nc4ccc(C(C)=O)cc4)CC3)cc21
    105, 101, 103, 93, 99, 95, 100, 102
O=S(=O)(OCCCCCCCCCOS(=O)(=O)c1ccc(F)cc1)c1ccc(F)cc1
    104, 88, 92, 74, 83, 82, 95, 97

# Additional results follow.
# The line under a structure holds: SK-MEL-28, HOP-62, EKVX, HOP-92, CCRF-CEM, A549/ATCC, SK-MEL-5, M14
CCOC(=O)c1c(N)c(C#N)cn1-c1ccc(Cl)cc1Cl
    105, 95, 99, 85, 99, 99, 99, 103
COc1ccc2c(c1)C(=N/N=C(\C)c1ccc(OC)c(S(N)(=O)=O)c1)C(=O)N2
    94, 89, 90, 79, 74, 94, 91, 92
COc1ccc(C(=O)/C=C/c2ccc(/C=C/c3cc(OC)ccc3OC)cc2)cc1
    105, 100, ., 93, 71, 78, 98, 99
N#CC1=C(N)Oc2c(c(=O)[nH]c3ccc(Br)cc23)C12C(=O)c1ccccc1C2=O
    99, 94, 95, 84, 98, 97, 98, 101
Cc1cc(=O)oc2cc(OCCOc3ccc(/C=C/C(=O)Nc4cccc(Cl)c4)cc3)ccc12
    92, 110, 87, 80, 83, 97, 75, 95
COC(=O)/C=C1\SC(=Nc2ccc(C#N)cc2)N(CCc2c[nH]c3ccccc23)C1=O
    109, 78, 100, 91, 79, 79, 100, 103
Cc1oc(-c2ccc(Cl)cc2)cc1C(=O)Nc1nccs1
    99, 107, 68, 100, 96, 101, 94, 104
Cc1ccc(C2Oc3ccccc3C3CC(c4cccs4)=NN32)cc1 (stereo unspecified)
    103, 105, 81, 82, 95, 103, 96, 99
C=C(Cn1cc(CO)nn1)[C@@H]1CC[C@]2(C(=O)OC)CC[C@]3(C)[C@H](CC[C@@H]4[C@@]5(C)CCC(=O)C(C)(C)[C@@H]5CC[C@]43C)[C@@H]12
    99, 104, 101, 89, 77, 88, 85, 97
Cc1cnc(C)c(NS(=O)(=O)c2ccc(NC3=C(I)C(=O)c4ncccc4C3=O)cc2)n1
    119, 92, 107, 111, 103, 112, 100, 100
O=C(CCCC(=O)NCc1ccc(Cl)cc1Cl)NCc1ccc(Cl)cc1Cl
    107, 87, 110, 99, 94, 76, 93, 99
COc1cc(/C=C2\SC(=S)N(NC(=O)CSc3nnc(Cc4ccccc4Nc4c(Cl)cccc4Cl)n3-c3ccccc3)C2=O)ccc1OCC(C)C
    92, 98, 95, 85, 80, 93, 94, 97

# Molecules shown so far containing a nitro group on carbon (2):
# The line under a structure holds: SK-MEL-28, HOP-62, EKVX, HOP-92, CCRF-CEM, A549/ATCC, SK-MEL-5, M14
COc1cc([N+](=O)[O-])c(S(=O)(=O)O)cc1NS(=O)(=O)c1ccc(C)cc1
    103, 89, 87, 104, 83, 91, 98, 96
COC(=O)C(C(Br)C(=O)c1ccccc1)C(c1ccccc1)[N+](=O)[O-] (stereo unspecified)
    138&114, 116&125, 116&101, 98, 100&105, 105&102, 101&99, 106&103
